# Screening results: PubChem, several laboratories
# TbMetRS inhib: T. brucei MetRS inhibitors, primary screen, biochemical, luminescence; purified T. brucei MetRS, ATP depletion, Kinase-Glo luminescence; inhibition, % at 11.9 µM; hit rate 0.4% among 360,000; methionyl-tRNA synthetase (Trypanosoma brucei brucei); AID 624268, 2012;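 active = inhibition above a per-plate cutoff of the control wells' mean inhibition plus 3 SD, cut at about 5.5% in these data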;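 also: 0% = DMSO wells median and 100% = median of wells with control inhibitor compound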
#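 Material: parasite MetRS enzyme / Replication: singlicate, one well per compound / Signal: luminescence of leftover ATP / Schedule: 2 h aminoacylation at 25 °C after 15 min preincubation / Medium: HEPES-MgCl2-KCl buffer plus DTT, spermine, BSA, pyrophosphatase / Doses: 11.9 µM single point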
# LMPTP block: LMPTP phosphatase inhibitors, primary screen, biochemical, fluorescence intensity, uHTS; Low molecular weight phosphotyrosine protein phosphatase (Homo sapiens), P24666; recombinant LMPTP-A, OMFP fluorogenic substrate; hit rate 0.22% among 360,000; inhibition, % at 20 µM;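 active = compounds that cut the enzyme signal by at least half of the control window in the single-dose screen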;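 also: plate controls were DMSO wells with enzyme plus substrate for no effect and substrate without enzyme for full effect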
# Target sequence (P24666 whole entry, looked up): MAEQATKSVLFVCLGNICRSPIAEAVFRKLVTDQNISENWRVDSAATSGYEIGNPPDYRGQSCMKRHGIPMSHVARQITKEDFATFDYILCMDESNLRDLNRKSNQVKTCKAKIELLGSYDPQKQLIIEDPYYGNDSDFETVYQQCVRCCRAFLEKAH
#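 Buffer or medium: Bis-Tris pH 6.0, DTT, detergent; Assay system: LMPTP-A enzyme; Quantity: 0.625 nM enzyme; Detection: endpoint fluorescence intensity; Times: 50 min dark incubation at room temperature; Controls: substrate-only low control, DMSO enzyme-plus-substrate high control; Doses: single 20 µM dose; Read-out: percent inhibition versus substrate-only and uninhibited controls; Reagent: 400 µM OMFP.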
# NadD block: inhibitors of S. aureus NadD, primary screen, biochemical, colorimetric, uHTS. Nicotinate-nucleotide adenylyltransferase NadD (Staphylococcus aureus N315). purified NadD enzyme, colorimetric absorbance read-out. inhibition, % at 20 µM. hit rate 0.78% among 360,000; in the data active = inhibition above about 26%; also: some compounds past the cut are filed as inactive
# Scp-1 inhibitor: Scp-1 phosphatase inhibitors, primary screen, biochemical, colorimetric, uHTS; hit rate 0.88% among 340,000; Recombinant Scp1, phosphopeptide, malachite green phosphate absorbance; AID 493091, 2011; inhibition, % at 20 µM;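 active = inhibition above about 50% at 20 µM, limit read from the data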;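 also: plate controls were DMSO wells with enzyme for no effect and wells lacking enzyme for full effect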
# Target sequence (Q9GZU7 76-261 limits assumed): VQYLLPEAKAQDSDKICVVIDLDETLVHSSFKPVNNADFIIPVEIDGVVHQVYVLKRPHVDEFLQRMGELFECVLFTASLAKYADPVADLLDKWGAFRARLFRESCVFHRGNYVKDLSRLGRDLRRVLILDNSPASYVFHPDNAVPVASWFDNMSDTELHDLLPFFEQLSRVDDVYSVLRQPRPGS
#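 Assay system: SCP-1 catalytic fragment, aa 76-261 | Buffer or medium: Tris acetate buffer pH 5.5 with MgCl2 and Tween-20 | Compound: One concentration, 20 µM, with 1.0% DMSO | Also added: Phospho 17-mer peptide substrate | Signal: Absorbance at 630 nm | Incubation: 45 min enzyme reaction at room temperature | Measure: % inhibition of SCP-1 phosphate liberation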
# SUMO1-SIM PPI: modulators of SUMO1 protein-protein interactions, primary screen, biochemical, uHTS. Small ubiquitin-related modifier 1 (Homo sapiens), P63165. hit rate 0.33% among 360,000. AID 602429, 2012. SUMO1 binding to a labelled peptide, TR-FRET, 1 h. inhibition, % at 20 µM; in the data active = inhibition above about 37%
# Target sequence (P63165 whole entry, looked up): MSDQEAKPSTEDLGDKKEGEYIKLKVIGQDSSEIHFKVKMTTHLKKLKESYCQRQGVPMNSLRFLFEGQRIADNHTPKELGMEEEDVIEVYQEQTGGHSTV
# CSN inh: inhibitors of CSN-mediated cullin deneddylation, primary screen, biochemical, fluorescence polarization, uHTS. Purified CSN, SCF-Nedd8-OG deneddylation. inhibition, % at 12.5 µM. hit rate 0.38% among 360,000;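 active = pattern-corrected inhibition above about 35%, with an unprinted fluorescence ratio check between 0.5 and 1.5, limit read from the data, passing the limit was not always enough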;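 also: 0% = enzyme with substrate and 100% = substrate without enzyme; some results filed as inactive read as strong as hits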
# Target sequence (Q92905 whole entry, looked up, one chain of several): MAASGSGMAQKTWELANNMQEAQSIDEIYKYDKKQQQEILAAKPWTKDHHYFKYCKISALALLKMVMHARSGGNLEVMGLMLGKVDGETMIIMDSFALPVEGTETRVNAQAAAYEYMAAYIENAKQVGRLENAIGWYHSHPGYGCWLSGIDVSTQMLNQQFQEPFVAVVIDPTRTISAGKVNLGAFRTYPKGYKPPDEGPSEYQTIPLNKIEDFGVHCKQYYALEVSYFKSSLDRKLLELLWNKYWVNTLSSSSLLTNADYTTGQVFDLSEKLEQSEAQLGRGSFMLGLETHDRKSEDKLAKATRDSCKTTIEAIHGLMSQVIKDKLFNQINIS
#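 Material: human Csn5 produced in HEK293T cells; Input: enzyme 0.24 nM; Reagent: SCFSkp2-Nedd8OG substrate at 10 nM final; Dosing: 12.5 µM compound; Incubation: 90 min reaction at room temperature; Detection: fluorescence polarization of the substrate; Evaluation: % inhibition of substrate cleavage by Csn5; Control set: substrate-only high control, full reaction low control.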
# Rpn11 inh: Rpn11 (PSMD14) deubiquitinase inhibitors, primary screen, biochemical, fluorescence polarization, uHTS. AID 588493, 2011. human 26S proteasome, Ub4-pepOG fluorescence polarization; 20S core pre-blocked with epoxomicin. 26S proteasome non-ATPase regulatory subunit 14 (Homo sapiens), O00487. hit rate 0.59% among 360,000. calls only at 20 µM;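 active = inhibition at 20 µM, scaled to each plate's controls, above about 33%, limit read from the data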
# DNMT1 block: human DNMT1 methyltransferase inhibitors, primary screen, biochemical, molecular beacon, fluorescence, HinP1I cleavage, uHTS | inhibition (reported as % activation of signal), % at 10 µM | hit rate 0.83% among 360,000 | AID 588458, 2011; in the data active = inhibition above about 50%
# PABP1 MLLE inh: inhibitors of PABP1 MLLE–PAM2 peptide binding, primary screen, biochemical, fluorescence polarization, FITC-PAM2, GST-MLLE | hit rate 0.36% among 360,000 | Polyadenylate-binding protein 1 (Homo sapiens), P11940 | inhibition, % at 20 µM; in the data active = inhibition above about 35%, passing the limit was not always enough;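 also: plate controls were DMSO wells with GST-MLLE for no effect and wells lacking GST-MLLE protein for full effect; some results filed as inactive read as strong as hits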
# STEP inh: STEP phosphatase inhibitors, primary screen, biochemical, fluorescence intensity, uHTS. Tyrosine-protein phosphatase non-receptor type 5 (Homo sapiens), P54829. recombinant STEP, OMFP fluorogenic substrate. inhibition, % at 20 µM. hit rate 0.25% among 360,000. AID 588621, 2011;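 active = inhibition at 20 µM, scaled per plate between control wells, above about 37%, limit read from the data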;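 also: 0% = DMSO with enzyme and substrate and 100% = substrate only without enzyme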
#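 Also added – OMFP at 25 µM · Test system – STEP tyrosine phosphatase · Technique – FITC-channel fluorescence of OMFP product · Schedule – 20 min at room temperature, dark · Evaluation – control-normalized % inhibition with plate pattern correction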
# Active calls of the source: *; i = inactive; x = no result given. Rows were taken by chance, and some 3.6% of all compounds hit somewhere here.
nr	SMILES	DNMT1 block	PABP1 MLLE inh	STEP inh	TbMetRS inhib	Rpn11 inh
1	COC(=O)c1sccc1NC(=S)Nc1ccc(F)cc1	4	16	-1	0.6	i
2	CCOC(=O)C1CCCN(S(=O)(=O)c2nc3nc(C)cc(C)n3n2)C1 (stereo not given)	2	10	0	-0.3	i
3	O=C(Nc1nccs1)C1CC(=O)N(c2ccccc2Cl)C1 (stereo not given)	1	-9	0	-1.0	i
4	CCNC(=S)N(CCc1c(C)[nH]c2ccc(C)cc12)Cc1cccs1	2	-100	-1	-0.1	i
5	C[C@@H]1CN([C@@H](C)CO)C(=O)CCCn2nncc2CO[C@H]1CN(C)C(=O)C1CCCCC1	1	-5	0	-0.2	i
6	O=C(Nc1ccc(Cl)cc1)NC1CCCCNC1=O (stereo not given)	-3	0	0	-0.2	i
7	CCOC(=O)c1c(-c2ccccc2)oc2ccc(OCC(O)CNCCN(C)C)cc12 (stereo not given)	-4	-3	6	-0.3	i
8	CCCCNC(=O)Cn1c2c(c(-c3ccccc3Cl)cc1=O)CCC2	6	8	0	-0.4	i
9	Cc1ccc(-c2cc(N)n(-c3ccc(C)cc3)n2)cc1	-7	-3	-1	0.2	i
10	CCN(CC)CCNC(=O)Cn1nc(-c2ccc(C)cc2)ccc1=O	1	-13	0	-0.7	i

nr	Scp-1 inhibitor	SUMO1-SIM PPI	CSN inh	NadD block	LMPTP block
1	-5	2	5	-7	-1.1
2	2	-9	-5	-1	-1.7
3	-11	-1	0	-5	-1.7
4	-4	0	-4	-7	2.7
5	x	-3	-2	7	-1.8
6	11	5	-4	7	-1.6
7	-15	-52	0	-8	-5.4
8	2	-5	4	0	0.2
9	-3	0	2	11	8.0
10	-1	-9	8	-2	-0.2

# Later entries:
nr	SMILES	DNMT1 block	PABP1 MLLE inh	STEP inh	TbMetRS inhib	Rpn11 inh
11	CC(C)C(C)NC(=O)CSc1nnc(-c2c[nH]c3ccccc23)o1 (stereo not given)	-2	-29	-2	3.5	i
12	O=C1CC(Cc2ccc(Cl)cc2)C(=O)N1c1ccccn1 (stereo not given)	-1	1	-2	-0.7	i
13	O=C(COC(=O)/C=C/c1ccc(C(F)(F)F)cc1)NCCC1=CCCCC1	2	4	4	-0.5	i
14	CC(=O)N1CCN(C2=NC(=O)/C(=C/c3ccc(OS(=O)(=O)c4ccccc4)cc3)S2)CC1	-3	-2	3	-0.2	i
15	O=S(=O)(c1ccc2c(c1)OCCO2)N1CCCN(S(=O)(=O)c2c(F)cccc2F)CC1	-2	3	5	-0.1	i
16	Cc1cccc(C(=O)Nc2cc(C)ccc2NC(=O)COc2ccccc2)c1	-6	11	-1	-2.0	i
17	CCCC1OC23CCCCC2C(C#N)(C(=N)O3)C1(C#N)C#N (stereo not given)	-6	58*	-2	0.1	i
18	Cn1c(=O)[nH]c(=O)c2c1nc(SCCN1CCCCC1)n2CCCc1ccccc1	-1	11	80*	-0.1	i
19	O=C(Nc1ccccn1)C1CCN(C(=O)Nc2ccccc2)CC1	1	5	-1	-0.4	i
20	COc1ccccc1-c1csc(C(NC(C)=O)c2cccc(F)c2)n1 (stereo not given)	1	-7	-2	0.4	i

nr	Scp-1 inhibitor	SUMO1-SIM PPI	CSN inh	NadD block	LMPTP block
11	1	1	-2	-8	-0.6
12	0	-1	1	-6	-1.1
13	-2	-2	3	0	-0.2
14	1	-26	0	-12	0.7
15	-7	5	0	-7	1.1
16	-7	0	3	-10	0.4
17	-7	-9	-8	-1	0.4
18	-7	-1	-1	-12	1.0
19	-5	0	-3	-1	-0.7
20	x	-6	-1	1	1.6

# Exported with tabs: 5 of the compounds above
item	smiles	DNMT1 block	PABP1 MLLE inh	STEP inh	TbMetRS inhib	Rpn11 inh	Scp-1 inhibitor	SUMO1-SIM PPI	CSN inh	NadD block	LMPTP block
13	O=C(COC(=O)/C=C/c1ccc(C(F)(F)F)cc1)NCCC1=CCCCC1	2	4	4	-0.5	i	-2	-2	3	0	-0.2
14	CC(=O)N1CCN(C2=NC(=O)/C(=C/c3ccc(OS(=O)(=O)c4ccccc4)cc3)S2)CC1	-3	-2	3	-0.2	i	1	-26	0	-12	0.7
15	O=S(=O)(c1ccc2c(c1)OCCO2)N1CCCN(S(=O)(=O)c2c(F)cccc2F)CC1	-2	3	5	-0.1	i	-7	5	0	-7	1.1
16	Cc1cccc(C(=O)Nc2cc(C)ccc2NC(=O)COc2ccccc2)c1	-6	11	-1	-2.0	i	-7	0	3	-10	0.4
17	CCCC1OC23CCCCC2C(C#N)(C(=N)O3)C1(C#N)C#N (stereo not given)	-6	58*	-2	0.1	i	-7	-9	-8	-1	0.4

# Further records follow:
nr	SMILES	DNMT1 block	PABP1 MLLE inh	STEP inh	TbMetRS inhib	Rpn11 inh
21	O=C1C=C(c2ccnc3cc(Cl)ccc23)C[C@@H](c2ccc3c(c2)OCO3)C1	-5	-11	4	-0.2	i
22	COc1ccc(CCN2C(=O)CC(NNC(=O)c3cccc(O)c3)C2=O)cc1 (stereo not given)	2	-1	11	-1.3	i
23	CCn1c2ccccc2c2cc(NC(=O)COC(=O)c3ccccc3Br)ccc21	-14	-1	2	-0.7	i
24	CN(C)C(=O)N1CCC(C(=O)N2CCCC(C(=O)c3cccc4ccccc34)C2)CC1 (stereo not given)	1	0	-1	0.1	i
25	CC1CCCCN1C(=O)c1ccc(S(=O)(=O)N2CCCCC2C)cc1 (stereo not given)	0	-8	0	-0.5	i
26	CN(CCN(C)C(=O)c1[nH]cnc1C(=O)Nc1ccccc1)C(=O)c1[nH]cnc1C(=O)Nc1ccccc1	0	-8	-1	-0.1	i
27	O=C(CN(Cc1cccs1)C(=O)CNS(=O)(=O)c1ccc(Cl)cc1)NCC1CCCO1 (stereo not given)	1	5	-4	-0.5	i
28	Nc1nnc(-c2cccc([N+](=O)[O-])c2)s1	9	16	-1	-0.2	i
29	CCOC(=O)c1cnn(-c2cc(Oc3ccccc3)ncn2)c1N	0	6	-4	-1.1	i
30	COc1ccc(S(=O)(=O)N2CCC(C(=O)N[C@H](C(=O)NCc3ccncc3)C(C)C)CC2)cc1	0	19	0	0.1	i

nr	Scp-1 inhibitor	SUMO1-SIM PPI	CSN inh	NadD block	LMPTP block
21	-5	-8	2	4	3.1
22	6	1	4	6	0.7
23	9	2	1	-2	3.4
24	-5	-23	4	-2	-0.2
25	-8	-1	-1	1	-0.9
26	-9	-2	-3	1	-0.1
27	-3	3	5	-3	-1.4
28	-7	-21	-8	-3	-0.6
29	-2	0	-1	-6	-3.7
30	-6	2	0	-5	-0.9

# Individual results from the list:
# Under LMPTP block, no. 10 shows -0.2
# Under DNMT1 block, no. 15 shows -2

# (further entries)
nr	SMILES	DNMT1 block	PABP1 MLLE inh	STEP inh	TbMetRS inhib	Rpn11 inh
31	CCCn1cnnc1CNC(=O)C1CCC(=O)N(CCc2ccc(OC)cc2)C1 (stereo not given)	5	10	1	-0.4	i
32	CC(=O)NCCc1nc2cc(NS(=O)(=O)c3ccccc3)ccc2n1C	-3	-5	-4	0.5	i
33	O=C(Nc1ccc2nc(N3CCOCC3)sc2c1)c1ccc(F)cc1	-4	-14	-1	-0.1	i
34	Cc1cc(Br)ccc1NC(=O)c1ccco1	5	1	0	-0.2	i
35	O=c1oc2ccccc2c(N2CCCC2)c1[N+](=O)[O-]	5	-11	0	0.3	i
36	Cn1c(CNc2ccc(Br)cc2)nc2ccccc21	3	3	0	3.8	i
37	CCC(CC)NC(=O)c1cc(OC)c(OC)c(OC)c1	1	2	1	-1.1	i
38	Cn1c(=O)c2c(ncn2CC(=O)NC2CCCCC2)n(C)c1=O	3	8	-1	-0.2	i
39	COc1cccc2c(=O)n(CC(=O)N3CCCc4ccccc43)ccc12	6	-4	2	0.6	i
40	COc1ccc(-c2ccc(NS(=O)(=O)c3ccc([N+](=O)[O-])cc3)cc2)nn1	-1	0	0	-0.8	i

nr	Scp-1 inhibitor	SUMO1-SIM PPI	CSN inh	NadD block	LMPTP block
31	-6	-2	2	-15	-1.3
32	-9	1	3	0	-0.8
33	-4	2	-2	2	0.2
34	-8	6	-1	-4	-0.4
35	-1	0	6	2	-0.3
36	-2	2	7	-5	0.7
37	0	-2	2	-1	-1.6
38	3	2	6	-5	-1.8
39	-12	4	1	-3	-0.6
40	13	-23	0	4	0.2

# (cont.)
nr	SMILES	DNMT1 block	PABP1 MLLE inh	STEP inh	TbMetRS inhib	Rpn11 inh
41	Cc1cc(NC(=O)c2ccccc2)n(C)n1	0	-7	6	0.4	i
42	COc1cc(/C=N/NC(=O)CNC(=O)c2ccncc2)ccc1OC(C)=O	2	-6	-2	-0.4	i
43	C[C@H]([C@@H](N)C(=O)N[C@@H](C(=O)O)[C@@H]1O[C@H](n2ccc(=O)[nH]c2=O)[C@@H](O)[C@H]1O)[C@@H](O)c1ccc(O)cn1	2	5	-1	-0.4	i
44	Cc1onc(-c2ccccc2)c1C(=O)NC(=S)Nc1sc2c(c1C#N)CCCC2	-1	2	1	-0.8	i
45	COc1cc(C(=O)NCC(=O)N/N=C/c2ccc(-c3cccc([N+](=O)[O-])c3)o2)cc(OC)c1OC	-7	0	1	0.1	i
46	O=C(COC(=O)c1cccc(S(=O)(=O)NCc2ccccc2)c1)c1ccccc1	-3	17	1	-0.6	i

nr	Scp-1 inhibitor	SUMO1-SIM PPI	CSN inh	NadD block	LMPTP block
41	-10	10	3	1	0.2
42	-5	-6	-1	-1	-0.6
43	-6	-2	0	4	1.7
44	-1	19	5	20	22
45	-2	-40	-1	10	0.4
46	-11	-2	1	-7	1.3
